# CHT PAM: CHT positive allosteric modulators, primary screen, cell-based, membrane potential dye, choline EC20. 310,000 tested, 0.49% active. CHT-expressing cells; hits give high values; LV-AA mutant CHT in HEK293 cells. High affinity choline transporter 1 (Homo sapiens), Q9GZV3. B-score at 10 µM;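 active = initial fluorescence not abnormally high and integrated response B-score, plate-corrected, over 3 SD above library mean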
# Target sequence (Q9GZV3 whole entry, looked up): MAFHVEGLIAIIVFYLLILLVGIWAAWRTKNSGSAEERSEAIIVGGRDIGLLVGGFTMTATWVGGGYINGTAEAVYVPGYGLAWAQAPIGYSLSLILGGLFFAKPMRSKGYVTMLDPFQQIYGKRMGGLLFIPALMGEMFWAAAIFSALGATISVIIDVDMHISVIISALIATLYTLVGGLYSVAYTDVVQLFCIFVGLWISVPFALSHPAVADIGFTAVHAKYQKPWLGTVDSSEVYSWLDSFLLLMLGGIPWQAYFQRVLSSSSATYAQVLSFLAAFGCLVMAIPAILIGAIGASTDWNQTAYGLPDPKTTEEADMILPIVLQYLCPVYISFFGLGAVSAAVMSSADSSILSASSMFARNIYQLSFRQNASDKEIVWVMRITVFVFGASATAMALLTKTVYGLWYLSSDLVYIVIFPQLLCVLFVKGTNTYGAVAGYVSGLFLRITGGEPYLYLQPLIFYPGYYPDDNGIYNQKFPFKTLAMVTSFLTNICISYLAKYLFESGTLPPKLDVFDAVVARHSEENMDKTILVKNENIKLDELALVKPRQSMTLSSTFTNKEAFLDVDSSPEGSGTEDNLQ
# OX1R antag: OX1R (HCRTR1) antagonists, primary screen, fluorescence, CHO/OX1R cells, Fluo-8 calcium, orexin A. 330,000 tested, 0.43% active. inhibition, % at 5 µM. Orexin/Hypocretin receptor type 1 (Homo sapiens), O43613. Fluo-8 calcium fluorescence;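 active = inhibition above its plate's threshold, mean inhibition of all tested compounds on the plate plus 3 SD, cut at about 37% in these data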;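 note: 0% = orexin A challenge wells and 100% = SB-334867-A antagonist wells; not every result past the cut was called active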
# Target sequence (O43613 whole entry, looked up): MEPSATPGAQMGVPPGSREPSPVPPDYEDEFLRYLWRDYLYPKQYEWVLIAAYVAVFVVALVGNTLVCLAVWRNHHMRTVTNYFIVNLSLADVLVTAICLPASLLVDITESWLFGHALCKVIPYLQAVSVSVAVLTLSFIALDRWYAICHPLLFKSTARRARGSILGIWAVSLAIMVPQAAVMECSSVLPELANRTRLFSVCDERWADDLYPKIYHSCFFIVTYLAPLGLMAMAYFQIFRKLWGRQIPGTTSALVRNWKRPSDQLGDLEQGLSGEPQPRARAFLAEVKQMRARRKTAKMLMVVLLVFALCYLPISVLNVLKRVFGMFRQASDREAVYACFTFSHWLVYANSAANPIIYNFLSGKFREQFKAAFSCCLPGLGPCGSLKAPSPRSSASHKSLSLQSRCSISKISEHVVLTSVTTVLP
# The depositor's hits bear a star; i = inactive; . = not tested or not shown.
SMILES | CHT PAM | OX1R antag
CCCn1c(SCC(=O)NC(=O)Nc2ccc(C)cc2C)n[nH]c1=O | i | -6
Oc1ccc(Br)cc1C=Nc1ccc2[nH]ncc2c1 | i | 6
OC(CN1CCN(C(c2ccccc2)c2ccccc2)CC1)c1ccc(Br)cc1 (stereo unspecified) | i | -47
Cc1ccc(CS(=O)(=O)Cc2ccc(C(=O)NC3CCCC3)o2)cc1 | i | -11
CCc1ccc(NC(=S)Nc2ccc3[nH]c(=O)[nH]c3c2)cc1 | i | -1
COc1cccc(CNC(=O)CCCN2C(=O)C(c3ccccc3)Oc3cccnc32)c1OC (stereo unspecified) | i | -12
Nc1cc(=O)n(Cc2ccccc2)c(=O)n1-c1ccc(F)cc1 | i | -22
COc1ccc(-c2cc(C(=O)Nc3cccnc3Cl)no2)cc1OC | i | -23
Cc1c(C)n(Cc2ccc(F)cc2)c2ccc(C(=O)NCCN3CCOCC3)cc12 | i | -15
CNC(=S)N1CCN(C(=O)C2CCCO2)CC1 (stereo unspecified) | i | -13
CCOC(=O)c1[nH]c2ccc(Br)cc2c1NC(=O)CCN1CCCC(C)(C)C1 | i | -11
CCOC(=O)C1CCN(C(=O)Cn2nc(C)n3nc(-c4ccc(CC)cc4)cc3c2=O)CC1 | i | -23
COc1ccc(CC2CC(=O)N(c3ccc(C)cc3)C2=O)cc1 (stereo unspecified) | i | -4
CCn1nc([N+](=O)[O-])c(C(C#N)c2nc3cc(C(F)(F)F)ccc3s2)c(Cl)c1=O (stereo unspecified) | i | -2
CCN(CC)S(=O)(=O)c1cccc(NC(=O)C(=O)c2c(-c3ccccc3)cc3ccccn23)c1 | i | -11

# Taken from above.
# Cc1ccc(CS(=O)(=O)Cc2ccc(C(=O)NC3CCCC3)o2)cc1 – OX1R antag = -11
# Oc1ccc(Br)cc1C=Nc1ccc2[nH]ncc2c1 – OX1R antag = 6
# CCN(CC)S(=O)(=O)c1cccc(NC(=O)C(=O)c2c(-c3ccccc3)cc3ccccn23)c1 – OX1R antag = -11
# COc1ccc(-c2cc(C(=O)Nc3cccnc3Cl)no2)cc1OC – OX1R antag = -23
# CNC(=S)N1CCN(C(=O)C2CCCO2)CC1 (stereo unspecified) – OX1R antag = -13
# COc1cccc(CNC(=O)CCCN2C(=O)C(c3ccccc3)Oc3cccnc32)c1OC (stereo unspecified) – OX1R antag = -12
# Cc1c(C)n(Cc2ccc(F)cc2)c2ccc(C(=O)NCCN3CCOCC3)cc12 – OX1R antag = -15

# Later entries:
SMILES | CHT PAM | OX1R antag
COc1ccc(N2CCN(CCNC(=O)c3nnc(Cc4c(F)cccc4Cl)o3)CC2)cc1 | i | -11
Cc1ccc(CSCC(=O)N/N=C/c2cccc(OC3CSC3)c2)cc1 | i | -16
O=C(O)/C=C/c1cnc2ccccc2n1 | i | -2
CCC(CO)Oc1cc(NCc2ccccn2)c2ncn(C(C)C)c2c1 (stereo unspecified) | . | -27
O=S(=O)(NCCCCCNS(=O)(=O)c1ccc(F)cc1)c1ccc(F)cc1 | i | -12
Cc1ccc(S(=O)(=O)N2CCN(Cc3nc4sc(C)c(C)c4c(=O)[nH]3)CC2)cc1 | i | -13
Cc1cc(C)nc(SCCN2CCCCC2)n1 | i | -11
CN1C(=O)/C(=C\c2ccc(OC(=O)c3ccco3)cc2)SC1=S | i | 7
Cc1c(Cl)cccc1NC(=S)N1CCN(c2ccc([N+](=O)[O-])cn2)CC1 | i | -9
Cc1c(N=C(N)/N=C(\N)Nc2ccccc2)c(=O)n(-c2ccccc2)n1C | i | -4
COc1ccccc1N1CCN(CC(=O)NCCc2ccc(S(N)(=O)=O)cc2)CC1 | i | -27
CC1=CC=CC2=NC(=O)CC(C)(C(=O)N(CC(=O)NC3CCCC3)c3ccccc3C)N12 (stereo unspecified) | i | -15
Cc1cc(=O)n2nc(N3CCC(C(=O)Nc4c(F)c(F)c(F)c(F)c4F)CC3)sc2n1 | i | 4
Cc1ccccc1C(=O)c1cccn1CC(=O)NCC1CCCO1 (stereo unspecified) | i | -14
O=S(=O)(c1ccccc1C(F)(F)F)N1CCN(S(=O)(=O)c2ccccc2C(F)(F)F)CC1 | i | -13

SMILES | CHT PAM | OX1R antag
NS(=O)(=O)c1ccc(NC(=S)N2CCN(c3ccccc3)CC2)cc1 | i | -2
Cc1c(Cc2ccc3c(c2)OCO3)sc(NC(=O)c2ccc3ccccc3c2)c1C(N)=O | i | -12
O=C(COC(=O)Cc1ccc(Br)cc1)NC1CCCC1 | . | -25
COc1ccc(Cc2nnc(SCC(=O)Nc3ccc(N4CCOCC4)cc3)n2C)cc1 | i | -21
S=C(N/N=C/c1ccc2ncccc2c1)Nc1ccccc1 | i | -17
NC(=O)C1(N2CCCCC2)CCN(C(=O)c2cccn3c(=O)c4cc(Cl)ccc4nc23)CC1 | i | -19
S=C(Nc1ccc(Nc2ccccc2)cc1)N1CCN(c2ncccn2)CC1 | i | -17
CCn1nc(C)cc1C(=O)N1CCCC(Nc2ccc(F)c(F)c2)C1 (stereo unspecified) | i | -14
O=C(CN1CCOCC1)Nc1ccc(Oc2ccccc2)cc1 | i | 9
CCN1C(=O)[C@@H]2[C@@H](c3ccc(-c4ccc(C(C)=O)cc4)cc3)N3CCC[C@@]3(C(=O)OC)[C@@H]2C1=O | i | -10
Cc1n[nH]c(=O)nc1NCc1ccccc1Cl | i | -2
CC(=O)C(Sc1ccc2nnc(-c3ccc(F)cc3)n2n1)C(C)=O | i | -3
CCc1ccc(NC(=O)C(=O)N/N=C(\C)CC(=O)Nc2ccc(OC)cc2)cc1 | i | -20
COc1cc(/C=N/Nc2ccc(Cl)c(C(=O)O)c2)ccc1OC(=O)c1ccccc1F | i | -13
O=C1CC(Sc2cccs2)C(=O)N1c1ccccc1 (stereo unspecified) | i | 10

# 3 entries out of the list, arranged by molecular weight, largest number first.
SMILES | CHT PAM | OX1R antag
CCN1C(=O)[C@@H]2[C@@H](c3ccc(-c4ccc(C(C)=O)cc4)cc3)N3CCC[C@@]3(C(=O)OC)[C@@H]2C1=O | i | -10
Cc1c(Cc2ccc3c(c2)OCO3)sc(NC(=O)c2ccc3ccccc3c2)c1C(N)=O | i | -12
NS(=O)(=O)c1ccc(NC(=S)N2CCN(c3ccccc3)CC2)cc1 | i | -2

# Other records
SMILES | CHT PAM | OX1R antag
COc1ccc([N+](=O)[O-])cc1N(CC(=O)NCCSc1ccccc1)S(C)(=O)=O | i | -7
CC(C)COC(=O)N1CCN(S(=O)(=O)c2ccc3c(c2)CCC3)CC1 | . | -21
CC(C)Oc1ccc(N2CC(C(=O)Nc3ccccc3C(=O)NC3CC3)CC2=O)cc1 (stereo unspecified) | i | -20
CCOC(=O)C1=C(COC(=O)c2ccc3ccccc3c2O)NC(=O)NC1C (stereo unspecified) | . | 101*
Cc1cc(/C=C(\C#N)C(=O)O)c(C)n1CC(C)C | i | 3
O=C(Nc1ccc2c(c1)OCCO2)C1CCN(C(=O)c2ccccc2)CC1 | i | -16
c1cncc(CNc2ncn[nH]2)c1 | i | -8
Cc1nn(C)c(Cl)c1/C=N/OC(=O)c1ccccc1 | i | -18
C=CCNc1nc(N2CCOCC2)nc(N2CCOCC2)n1 | i | 4
COc1ccc(-c2nsc3c(N4CCCCC4C)ncnc23)cc1 (stereo unspecified) | i | 10
CC(C(=O)Nc1ccc(C#N)cc1)N(C)CC(=O)Nc1ccccc1Br (stereo unspecified) | i | -27
CC(=O)O/N=C(\N)c1ccc(-c2csnn2)cc1 | i | -12
COc1ccc(CN(C)C(=O)c2cnc(C)cn2)c(OC)c1OC | i | -2
COc1ccc(CCn2c(SCC(=O)Nc3cc(C)on3)nc3ccccc3c2=O)cc1OC | i | -17
CCOc1ccc(-n2c(C)cc(/C=N/N(C)C)c2C)cc1 | i | -27

SMILES | CHT PAM | OX1R antag
CCOC(=O)c1[nH]cnc1C(=O)Nc1cccc(OC)c1 | i | -23
CN(C(=O)c1ccc(NC(=O)Cc2cccc(NC(=O)C3CCCN(C(=O)C4CC4)C3)c2)cc1)C1CCCC1 (stereo unspecified) | . | -12
Cc1nn(-c2ccccc2)c(C)c1/C=N/n1c(-c2ccc(Cl)cc2)n[nH]c1=S | i | -3
COCCN(CC1CCCN(C2Cc3ccccc3C2)C1)C(=O)CCSC (stereo unspecified) | i | -37
Cc1csc(=O)n1CC(=O)OCC(=O)Nc1cc(S(=O)(=O)N2CCOCC2)ccc1Cl | i | -10
COc1cc(C2C(C(=O)Nc3ccccc3OC)=C(C)Nc3ncnn32)ccc1O (stereo unspecified) | i | -25
Nc1nc(C2CC(=O)OC23CCCCC3)cs1 (stereo unspecified) | i | -17
COc1cc(C(C(=O)NC2CCCCC2)N(C(=O)Cc2c[nH]c3ccccc23)c2ccccc2C)cc(OC)c1OC (stereo unspecified) | i | -31
O=c1c2cccnc2n(-c2ccccc2)n1Cc1c(Cl)cccc1Cl | i | -26
O=C(/C=C/c1cc[n+](CC(=O)c2ccc3cccc4c3c2CC4)cc1)c1ccc2cccc3c2c1CC3 | i | -1
O=C(O)CC1S/C(=N\N=C2CCCCCC2)N(c2ccccc2)C1=O (stereo unspecified) | i | -10
CCOc1ccc(NC(=O)CSc2nnc(-c3ccoc3C)n2CC2CCCO2)cc1 (stereo unspecified) | i | -35
COCCCN1C2=C(C(=O)CC(C)(C)C2)C(c2ccc(OC)c(OC)c2)C2=C1CC(C)(C)CC2=O | i | .
Cc1ccc(NC(=O)CN(C)C(=O)c2ccc(Sc3nncn3C)c([N+](=O)[O-])c2)cc1 | . | 4
O=C(CSc1nnc(-c2ccco2)o1)NC1CCCCC1 | i | -2

SMILES | CHT PAM | OX1R antag
O=C(OCc1ccc([N+](=O)[O-])cc1)c1cc2ccccc2oc1=O | i | 0
O=Cc1c(-c2ccc(Cl)cc2)oc2ccc(O)cc12 | i | -11
COc1ccc(NC(=O)CO/N=C/C(=O)Nc2ccccc2C)c([N+](=O)[O-])c1 | . | -21
Fc1ccc(-c2csc(NC3=NCCC3)n2)cc1 | i | -9
COc1cccc2c1OCC/C2=N\NC(=O)C(C)Oc1ccc([N+](=O)[O-])cc1 (stereo unspecified) | i | -13
CN(CC(=O)Nc1cccc(F)c1)C(=O)c1cc(S(=O)(=O)N2CCN(c3ccccc3)CC2)ccc1Cl | . | 14
Cn1nnnc1Sc1ncnc2scc(-c3cccs3)c12 | . | -29
O=C(Cc1ccc([N+](=O)[O-])cc1)Nc1ccc(Cl)cc1 | i | 4
CCNC(=O)Oc1ccc[nH]c1=O | i | -9
COc1cccc2c(O)c(-c3ccccc3)c(=O)[nH]c12 | i | -12
Cc1cc(C)n(C(=O)c2ccc(S(=O)(=O)N3CCOCC3)cc2)n1 | i | 17
Cc1c(C(=O)N2CC3(CC(c4cccc(NC(=O)CC(c5ccccc5)c5ccccc5)c4)=NO3)C[C@@H]2C(N)=O)cc([N+](=O)[O-])cc1[N+](=O)[O-] (stereo partly specified) | i | -2
Cc1cccc(C(=O)Nc2ccc3c(c2)nc(C)n3C)c1 | i | 9
O=S(=O)(Nc1nc2ccccc2nc1-[n+]1cccc(N=C([O-])c2ccccc2Cl)c1)c1ccccc1 | i | -16
CC1CCc2nc(NC(=O)CCSc3ccccc3)sc2C1 (stereo unspecified) | i | -6

# The last four entries of the section above come first, to join the parts.
SMILES | CHT PAM | OX1R antag
Cc1c(C(=O)N2CC3(CC(c4cccc(NC(=O)CC(c5ccccc5)c5ccccc5)c4)=NO3)C[C@@H]2C(N)=O)cc([N+](=O)[O-])cc1[N+](=O)[O-] (stereo partly specified) | i | -2
Cc1cccc(C(=O)Nc2ccc3c(c2)nc(C)n3C)c1 | i | 9
O=S(=O)(Nc1nc2ccccc2nc1-[n+]1cccc(N=C([O-])c2ccccc2Cl)c1)c1ccccc1 | i | -16
CC1CCc2nc(NC(=O)CCSc3ccccc3)sc2C1 (stereo unspecified) | i | -6
CCCc1cc(=O)[nH]c(SCC(=O)NC2CC2)n1 | . | -15
COc1ccc(CC(=O)Oc2ccc(Br)cc2F)cc1S(=O)(=O)N1CCOCC1 | i | -23
CC12CCC(c3c1nc1ccccc1[n+]3[O-])C2(C)C (stereo unspecified) | i | -8
CS(=O)(=O)Nc1ccc(C(=O)Nc2ccccc2C(=O)NCc2ccco2)cc1 | i | -10
Fc1cccc(-c2cc3nc4c(c(NCc5ccco5)n3n2)CCCC4)c1 | i | 22
O=c1cc(CSc2nc3cc(Cl)ccc3o2)nc2sccn12 | i | -15
CCOC(=O)C1=C(c2ccccc2)NC(=S)NC1c1ccc(Cl)cc1 (stereo unspecified) | i | -22
CCc1nnc(NS(=O)(=O)c2ccc(NC(=O)c3ccc(C#N)cc3)cc2)s1 | i | -4
CN1C(=O)c2ccc(NC(=O)c3c(C(=O)O)cccc3[N+](=O)[O-])cc2C1=O | i | 10
CCN(CC(=O)NCc1ccc(F)cc1)Cc1nc2ccccc2c(=O)[nH]1 | i | -32
COC(=O)c1nc(-c2ccccc2)oc1N(C)C | i | -25
Cn1c(SCC(=O)NCc2cccs2)nnc1-c1ccc(S(=O)(=O)N2CCCC2)cc1 | i | -16
O=[N+]([O-])c1ccc(N2CCN(S(=O)(=O)c3ccccc3)CC2)cc1NCC1CCCO1 (stereo unspecified) | i | -13
CCN1C(=O)[C@H]2[C@@H](c3ccc(-c4cccc(Cl)c4)cc3)N[C@@](C)(C(=O)OC)[C@H]2C1=O | i | 0
C1=C(CCNc2ncnc3nc[nH]c23)CCCC1 | i | -12

SMILES | CHT PAM | OX1R antag
O=C(c1cc2c(s1)CCCC2)N1CCN(S(=O)(=O)c2ccccc2C(F)(F)F)CC1 | i | -12
Cc1ccc(C(=O)N2CC(C)CC(C)C2)cc1NC1=NC2CS(=O)(=O)CC2S1 (stereo unspecified) | i | 6
C/C(N)=C(/C#N)C(=O)COC(=O)c1cc(C)n(-c2ccc(F)cc2)c1C | i | 12
CCN(CC)c1ccc(S(=O)(=O)N2CCCCC2)cc1NC(=O)C1=COCCO1 | i | -23
CCOc1ccc(N2CC(C(=O)NCc3cccc(C)c3)CC2=O)cc1 (stereo unspecified) | i | -6
Cc1ccc(S(=O)(=O)N2CCN(CC(O)c3ccccc3)CC2)cc1C (stereo unspecified) | i | -13
N=c1ncn(CC(O)CO)c2nc(N3CCOCC3)[nH]c12 (stereo unspecified) | i | 11
